Bioassay records: PubChem BioAssay, National Center for Advancing Translational Sciences (NCATS)
EPAC2 antagonist – antagonists of human EPAC2; 0.18% of 360,000 active; Potency, µM (top dose mostly 114 µM), without a hit: at the highest dose activity, negative = inhibition, most hits filed as inhibitors; Q8WZA2; EPAC2 GEF exchange of Rap1B-BODIPY-GDP, fluorescence; note: potency is the fitted concentration of half-maximal effect; % is set by controls: 0 for no effect and ±100 for the full control effect; nearly all actives have a fitted effect of over 45% in size; many of its hits are not listed in these tables
EPAC1 ag – agonists of human EPAC1; EPAC1 agonist qHTS, biochemical assay; response scale: 100% = response to 6.5 mM cAMP; 0.073% of 360,000 active; O95398; AID 720707; Potency, µM (series often up to 154 µM), for the others: top-dose activation, most hits filed as activators; note: potency is the fitted concentration of half-maximal effect; nearly all actives have a fitted effect of over 60% in size
Target sequence (O95398 whole entry, looked up): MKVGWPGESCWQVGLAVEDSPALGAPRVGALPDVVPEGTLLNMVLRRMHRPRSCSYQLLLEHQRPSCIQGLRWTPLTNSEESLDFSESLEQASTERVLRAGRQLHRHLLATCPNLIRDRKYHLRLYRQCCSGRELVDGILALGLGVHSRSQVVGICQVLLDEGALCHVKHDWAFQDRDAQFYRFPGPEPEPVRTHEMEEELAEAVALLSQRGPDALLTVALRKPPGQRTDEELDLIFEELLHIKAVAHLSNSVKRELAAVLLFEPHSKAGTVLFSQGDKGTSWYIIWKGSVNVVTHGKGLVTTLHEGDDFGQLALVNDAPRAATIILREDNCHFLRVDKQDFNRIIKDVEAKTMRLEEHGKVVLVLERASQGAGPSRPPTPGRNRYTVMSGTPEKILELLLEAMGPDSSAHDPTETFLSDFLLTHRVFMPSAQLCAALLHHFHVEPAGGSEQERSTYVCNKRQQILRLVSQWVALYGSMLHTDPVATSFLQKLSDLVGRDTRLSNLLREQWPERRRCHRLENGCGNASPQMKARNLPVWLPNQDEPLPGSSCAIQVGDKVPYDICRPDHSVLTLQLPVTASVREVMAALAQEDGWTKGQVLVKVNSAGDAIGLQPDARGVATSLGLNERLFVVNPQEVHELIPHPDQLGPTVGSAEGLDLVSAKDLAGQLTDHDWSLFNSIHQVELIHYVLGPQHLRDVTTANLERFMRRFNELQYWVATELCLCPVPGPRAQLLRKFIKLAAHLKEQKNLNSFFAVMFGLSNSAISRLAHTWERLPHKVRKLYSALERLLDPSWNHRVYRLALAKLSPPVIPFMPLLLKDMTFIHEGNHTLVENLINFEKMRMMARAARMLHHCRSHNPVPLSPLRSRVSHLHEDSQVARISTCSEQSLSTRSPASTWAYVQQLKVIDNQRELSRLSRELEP
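Fluorescent GDP-exchange assay: 100 nM EPAC1 with 250 nM Rap1B preloaded with BODIPY-GDP and 50 uM GDP; compounds tested as concentration series, 5 min at room temperature, then read every 5 min for 30 min (ex 480/em 540 nm); normalized to 6.5 mM cAMP.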
PI5P4Ka inh – blocks human PI5P4K alpha kinase activity; P48426; PI5P4Kalpha enzyme, ADP-Glo luminescence, 60 min; active compounds read low; max response, %; 1.2% of 330,000 active; AID 652105; active = max response of -50% or lower; inconclusive = between -30% and -50%; inactive = -30% or higher; note: value at the top dose of about 77 µM; % is set by controls: 0 for no effect and ±100 for the full control effect
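ADP-Glo luminescence end-point read after a 60 min room-temperature kinase reaction of PI5P4Kalpha plus substrate, initiated with ATP at 5 microM final. Buffer: 0.038 M HEPES pH 7.4, EGTA, 0.1% CHAPS, 5% DMSO.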
Mm-Cpn inhibitor – inhibitors of Methanococcus maripaludis chaperonin (MmCpn); purified Mm-Cpn ATPase, ADP Transcreener TR-FRET; 0.031% of 330,000 active; Potency, µM (top dose mostly 76.9 µM), inactives show top-dose activity, negative = inhibition, hits mostly inhibitors; AID 504842; note: potency is the fitted concentration of half-maximal effect; % is set by controls: 0 for no effect and ±100 for the full control effect; nearly all actives have a fitted effect of over 80% in size
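Reaction buffer contained 30 mM Tris pH 7.4, 100 mM KCl, 5 mM MgCl2 and 1 mM DTT. Mm-CPN (25 nM final) hydrolysed 10 uM ATP over 30 min at 37°C; ADP was read by HTRF.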
EPAC1 antag – antagonists of human EPAC1. EPAC1 GEF assay, Rap1b-BODIPY-GDP exchange fluorescence. Potency, µM (highest dose often 115 µM), for the others: at the highest dose activity change, negative = inhibition, hits mostly inhibitors. 0.14% of 360,000 active. O95398;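 note: potency is the fitted concentration of half-maximal effect; plate controls were vehicle for no effect and positive control for full effect; nearly all actives have a fitted effect of over 50% in size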
PLK1 PBD inh – PLK1 (human) polo-box domain binding inhibition | P53350 | Plk1 PBD binding of FITC phosphopeptide, fluorescence polarization | Potency, µM, without a hit: max response, negative = inhibition, usual class: inhibitors | 2.8% of 360,000 active | AID 720504; note: potency is the fitted concentration of half-maximal effect; series mostly up to about 57 µM; % is set by controls: 0 for no effect and ±100 for the full control effect; nearly all actives have a fitted effect of over 65% in size
WRN inhibitor – inhibitors of human WRN helicase; WRN helicase unwinding, fluorescent forked duplex, kinetic; Potency, µM (titrated, usually from 114 µM), without a hit: top-dose activity change, negative = inhibition, usual class: inhibitors; 0.46% of 360,000 active; AID 651768; note: potency is the fitted concentration of half-maximal effect; % is set by controls: 0 for no effect and ±100 for the full control effect; nearly all actives have a fitted effect of over 55% in size
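WRN at 20 nM final was preincubated with compound for 15 min at room temperature; reaction started with 100 nM forked duplex oligonucleotide carrying fluorophore and quencher plus 2 mM ATP (final). Unwinding followed kinetically by red fluorescence (ex 525/em 598 nm).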
CCT chaperon mod – modulators of cytosolic chaperonin (CCT/TRiC) activity | purified chaperonin ATPase assay, HTRF ADP detection, 30 min | activity change, % (no concentration beside the values), hits read low | 0.3% of 360,000 active | AID 651819; in the data active = activity change below about -30%; note: % is set by controls: 0 for no effect and ±100 for the full control effect
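Nucleotide hydrolysis assay: TRiC at 20–40 nM final (set by batch activity) with 10 uM ATP, 30 min at 37 °C, in presence of 76 uM compound. Detection by competitive ADP HTRF, 30 min ambient.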
Active calls of the source: *; & = joins results of further samples; [ ] = dose if it differs, or a comment. Unless noted, calls come from the whole dose curve; as a rule, active = well fitted curve in the direction sought with a large enough effect; inconclusive = small, poorly fitted or top-dose-only effect, or another doubt; inactive = no such curve, though single readings can be large; an effect the other way counts as inactive or inconclusive. The list is partial; rates above refer to the full screens.

How did Cn1c(=O)c2c(nc(N3CCN(Cc4ccccc4)CC3)n2CC(=O)c2ccccc2)n(C)c1=O do in these assays?
EPAC2 antagonist: 5.0%; EPAC1 ag: -3.6%; EPAC1 antag: 6.8%; PLK1 PBD inh: 0.9%; WRN inhibitor: 6.3%; CCT chaperon mod: -1.4

What do the screens show for `C=CCn1c(C)cc(C2=NNC(=NCC)SC2)c1C`?
EPAC2 antagonist: -21.2%; EPAC1 ag: -11.9%; PI5P4Ka inh: inconclusive; Mm-Cpn inhibitor: 2.5%; EPAC1 antag: -20.9%; PLK1 PBD inh: -14.7%; WRN inhibitor: -7.0%; CCT chaperon mod: 0.7

What do the screens show for `CCc1nc(Nc2ccc(F)cc2)c2oc3ccccc3c2n1`?
EPAC2 antagonist: 1.0%; EPAC1 ag: -4.8%; PI5P4Ka inh: 17.7; Mm-Cpn inhibitor: -2.7%; EPAC1 antag: -19.8%; PLK1 PBD inh: 9.6%; WRN inhibitor: -5.8%; CCT chaperon mod: -2.0

Results for COc1ccccc1/C=C/C1(C(=O)NC2CCCC2)CC(=O)N1c1ccc(C)cc1 (stereo not drawn) ?
EPAC2 antagonist: -3.6%; EPAC1 ag: 24.0%; Mm-Cpn inhibitor: -1.2%; EPAC1 antag: -0.4%; PLK1 PBD inh: -5.8%; WRN inhibitor: -2.4%; CCT chaperon mod: -4.2

Results for Nc1n[nH]c(-c2cccc([N+](=O)[O-])c2)n1 ?
EPAC2 antagonist: 2.2%; EPAC1 ag: -0.9%; PI5P4Ka inh: 6.3; Mm-Cpn inhibitor: 0.7%; EPAC1 antag: 6.1%; PLK1 PBD inh: -3.3%; WRN inhibitor: 0.4%; CCT chaperon mod: -0.1

What do the screens show for `CCCCN1C(C(=O)Nc2ncccn2)=C(O)c2ccccc2S1(=O)=O`?
EPAC2 antagonist: 21.1%; EPAC1 ag: 2.7%; PI5P4Ka inh: -8.2; Mm-Cpn inhibitor: -4.7%; EPAC1 antag: -0.6%; PLK1 PBD inh: -10.3%; WRN inhibitor: -11.7%; CCT chaperon mod: 0.1

What do the screens show for `O=c1[nH]c2cc3c(cc2cc1CN(CCN1CCOCC1)C(=S)NCC1CCCO1)OCO3` (stereo not drawn)?
EPAC2 antagonist: -1.1%; EPAC1 ag: 11.0%; PI5P4Ka inh: 0.6; Mm-Cpn inhibitor: -0.5%; EPAC1 antag: -2.9%; PLK1 PBD inh: -12.7%; WRN inhibitor: 7.1%; CCT chaperon mod: -1.6

How did CS/C(=N\S(=O)(=O)c1cccs1)Nc1ccc(Br)cc1F do in these assays?
EPAC2 antagonist: inconclusive; EPAC1 ag: 3.1%&12.8%; PI5P4Ka inh: -2.3&-5.3; Mm-Cpn inhibitor: -2.1%; EPAC1 antag: -20.5%&-5.1%; PLK1 PBD inh: -14.4%&-21.1%; WRN inhibitor: -4.0%&-4.8%; CCT chaperon mod: -2.5&-2.8

What do the screens show for `Cc1cccc(NS(=O)(=O)c2ccc(C)c(C(=O)NCc3ccncc3)c2)c1`?
EPAC2 antagonist: 1.6%; EPAC1 ag: -2.6%; PI5P4Ka inh: -1.3; Mm-Cpn inhibitor: -2.3%; EPAC1 antag: -12.9%; PLK1 PBD inh: -2.6%; WRN inhibitor: -6.2%; CCT chaperon mod: -3.4

How did COc1cccc(CNc2ncnc3cc(OC)c(OC)cc23)c1 do in these assays?
EPAC2 antagonist: -1.3%; EPAC1 ag: 15.7%; PI5P4Ka inh: 5.7; Mm-Cpn inhibitor: -0.9%; EPAC1 antag: 3.7%; PLK1 PBD inh: -12.5%; WRN inhibitor: 7.3%; CCT chaperon mod: -0.8

How did O=C(CCS(=O)(=O)c1ccccc1)N1CCN(c2ccccc2)CC1 do in these assays?
EPAC2 antagonist: -6.6%; EPAC1 ag: 1.3%; PI5P4Ka inh: 2.6; Mm-Cpn inhibitor: -2.6%; EPAC1 antag: -21.3%; PLK1 PBD inh: -12.8%; WRN inhibitor: -18.1%; CCT chaperon mod: -2.5

How did CCc1nnc(NS(=O)(=O)c2ccc(N/C=C/C(=O)c3ccc(C)cc3)cc2)s1 do in these assays?
EPAC2 antagonist: -0.6%; EPAC1 ag: -8.8%; PI5P4Ka inh: -6.1; Mm-Cpn inhibitor: 0.9%; EPAC1 antag: -24.9%; PLK1 PBD inh: inconclusive; WRN inhibitor: -20.7%; CCT chaperon mod: -0.3

What do the screens show for `CC(C)C(=O)NC(=S)Nc1ccc(S(=O)(=O)NC2CCCCC2)cc1`?
EPAC2 antagonist: -9.4%; EPAC1 ag: -2.0%; PI5P4Ka inh: 1.3; Mm-Cpn inhibitor: -1.4%; EPAC1 antag: -4.1%; PLK1 PBD inh: 1.3%; WRN inhibitor: -3.9%; CCT chaperon mod: -2.0

How did O=C(COC(=O)C1(c2ccccc2F)CCCC1)N1CCNC1=O do in these assays?
EPAC2 antagonist: 1.5%; EPAC1 ag: -0.2%; PI5P4Ka inh: 1.7; Mm-Cpn inhibitor: -0.5%; EPAC1 antag: -2.0%; PLK1 PBD inh: -6.5%; WRN inhibitor: 0.1%; CCT chaperon mod: -1.7

Results for Cc1cc(NC(=O)c2ccc(COc3ccccc3Cl)o2)no1 ?
EPAC2 antagonist: -4.5%; EPAC1 ag: 9.9%; PI5P4Ka inh: -8.8; Mm-Cpn inhibitor: 0.9%; EPAC1 antag: -23.9%; PLK1 PBD inh: -8.4%; WRN inhibitor: -1.7%[57.1 µM]; CCT chaperon mod: 0.3

Results for Cc1cc(C(=O)O)cc(S(=O)(=O)NNC(=O)c2cccs2)c1C ?
EPAC2 antagonist: 9.0%; EPAC1 ag: -3.2%; PI5P4Ka inh: -2.0; Mm-Cpn inhibitor: -0.2%; EPAC1 antag: 19.3%; PLK1 PBD inh: -4.2%; WRN inhibitor: 0.1%[57.1 µM]; CCT chaperon mod: -1.2

What do the screens show for `CC(CNS(=O)(=O)c1ccccc1)Sc1ncccn1` (stereo not drawn)?
EPAC2 antagonist: -2.2%; EPAC1 ag: 10.2%; PI5P4Ka inh: 8.4; Mm-Cpn inhibitor: -0.8%; EPAC1 antag: 2.8%; PLK1 PBD inh: -3.9%; WRN inhibitor: 1.7%; CCT chaperon mod: -8.4

What do the screens show for `CCSC1C(=O)N(C)C(SCC)C(=O)N1C` (stereo not drawn)?
EPAC2 antagonist: 3.0%; EPAC1 ag: 6.2%; PI5P4Ka inh: 2.8; EPAC1 antag: 1.2%; PLK1 PBD inh: -16.7%; WRN inhibitor: 4.0%; CCT chaperon mod: -4.0

Results for Cn1c(NCCCN2CCOCC2)nc2c1c(=O)n(Cc1ccc(Cl)cc1)c(=O)n2C ?
EPAC2 antagonist: -0.8%; EPAC1 ag: -3.9%; Mm-Cpn inhibitor: -0.4%; EPAC1 antag: -6.9%; PLK1 PBD inh: -18.5%; WRN inhibitor: 0.2%; CCT chaperon mod: -1.1

Results for COc1ccc(-n2c(SCC(=O)N3CCOCC3)nc(O)c(Cc3ccccc3)c2=O)cc1 ?
EPAC2 antagonist: 6.6%; EPAC1 ag: -1.0%; PI5P4Ka inh: -5.2; Mm-Cpn inhibitor: -9.8%; EPAC1 antag: 4.8%; PLK1 PBD inh: -7.4%; WRN inhibitor: -7.8%; CCT chaperon mod: 0.5

What do the screens show for `CCCn1cc(S(=O)(=O)CC(=O)N2CCc3ccccc32)c2ccccc21`?
EPAC2 antagonist: -3.6%; EPAC1 ag: 15.0%; PI5P4Ka inh: -24.9; Mm-Cpn inhibitor: -1.0%; EPAC1 antag: -16.3%; PLK1 PBD inh: 29.9µM*; WRN inhibitor: 2.9%; CCT chaperon mod: 0.1

How did O=C(CSc1nnc(COc2ccccc2)o1)c1ccccc1 do in these assays?
EPAC2 antagonist: -2.0%; EPAC1 ag: 14.1%; Mm-Cpn inhibitor: 1.2%; EPAC1 antag: 13.5%; PLK1 PBD inh: -4.9%; WRN inhibitor: -12.9%; CCT chaperon mod: -0.9

Results for CCOC(=O)CCc1c(C)nc2c(c(C)nn2C(C)(C)C)c1C ?
EPAC2 antagonist: -13.5%; EPAC1 ag: -12.8%; PI5P4Ka inh: 3.2; Mm-Cpn inhibitor: 0.8%; EPAC1 antag: -28.5%; PLK1 PBD inh: -17.1%; WRN inhibitor: -14.2%; CCT chaperon mod: -3.8

What do the screens show for `COc1ccc(C)cc1NC(=O)COC(=O)c1ccc([N+](=O)[O-])o1`?
EPAC2 antagonist: 3.7%; EPAC1 ag: 3.7%; PI5P4Ka inh: 7.5; Mm-Cpn inhibitor: 0.2%; EPAC1 antag: 4.1%; PLK1 PBD inh: -17.8%; WRN inhibitor: -23.6%; CCT chaperon mod: -1.2

What do the screens show for `COc1cc(/C=C2/C(=N)N3N=C(CC(=O)N4CCOCC4)SC3=NC2=O)ccc1OCc1ccc(F)cc1`?
EPAC2 antagonist: 8.7%; EPAC1 ag: 14.2%; PI5P4Ka inh: -21.7; Mm-Cpn inhibitor: -7.3%; EPAC1 antag: -5.0%; PLK1 PBD inh: inconclusive; WRN inhibitor: -16.1%; CCT chaperon mod: -2.2

How did COC(=O)CN1C(=O)C2(C(C#N)=C(N)Oc3n[nH]c(-c4cccs4)c32)c2ccccc21 (stereo not drawn) do in these assays?
EPAC2 antagonist: -3.3%; EPAC1 ag: 8.8%; PI5P4Ka inh: 6.1; EPAC1 antag: -2.2%; PLK1 PBD inh: -5.5%; WRN inhibitor: -8.6%; CCT chaperon mod: 1.0

What do the screens show for `COCCNC(=S)NNC(=O)c1cc(C2CC2)nc2ccccc12`?
EPAC2 antagonist: 11.2%; EPAC1 ag: -7.5%; PI5P4Ka inh: 0.7; Mm-Cpn inhibitor: -1.8%; EPAC1 antag: -17.2%; PLK1 PBD inh: -0.2%; WRN inhibitor: -1.4%; CCT chaperon mod: 0.8

Results for CCOc1ccc2[nH]c3c(N4CCc5ccccc5C4)ncnc3c2c1 ?
EPAC2 antagonist: -28.1%; EPAC1 ag: 7.9%; PI5P4Ka inh: 0.0; Mm-Cpn inhibitor: 0.3%; EPAC1 antag: inconclusive; PLK1 PBD inh: -2.6%; WRN inhibitor: -14.9%; CCT chaperon mod: -1.3
